KDM5B inh: inhibitors of human KDM5B histone demethylase; Q9UGL1; KDM5B demethylase, FDH-coupled NADH fluorescence (FDH is formaldehyde dehydrogenase); Potency, µM (titrated, usually from 57.7 µM), without a hit: at the highest dose activity change, negative = inhibition, actives largely listed as inhibitors; actives 2.6% (n = 220,000); AID 1347165; active means well fitted inhibition curve with a large enough effect; inconclusive means small, poorly fitted or top-dose-only effect; inactive means no such curve, though single readings can be large or run the other way; further: 0% is about no effect; nearly all actives have a fitted effect of over 70% in size
Target sequence (Q9UGL1 whole entry, looked up): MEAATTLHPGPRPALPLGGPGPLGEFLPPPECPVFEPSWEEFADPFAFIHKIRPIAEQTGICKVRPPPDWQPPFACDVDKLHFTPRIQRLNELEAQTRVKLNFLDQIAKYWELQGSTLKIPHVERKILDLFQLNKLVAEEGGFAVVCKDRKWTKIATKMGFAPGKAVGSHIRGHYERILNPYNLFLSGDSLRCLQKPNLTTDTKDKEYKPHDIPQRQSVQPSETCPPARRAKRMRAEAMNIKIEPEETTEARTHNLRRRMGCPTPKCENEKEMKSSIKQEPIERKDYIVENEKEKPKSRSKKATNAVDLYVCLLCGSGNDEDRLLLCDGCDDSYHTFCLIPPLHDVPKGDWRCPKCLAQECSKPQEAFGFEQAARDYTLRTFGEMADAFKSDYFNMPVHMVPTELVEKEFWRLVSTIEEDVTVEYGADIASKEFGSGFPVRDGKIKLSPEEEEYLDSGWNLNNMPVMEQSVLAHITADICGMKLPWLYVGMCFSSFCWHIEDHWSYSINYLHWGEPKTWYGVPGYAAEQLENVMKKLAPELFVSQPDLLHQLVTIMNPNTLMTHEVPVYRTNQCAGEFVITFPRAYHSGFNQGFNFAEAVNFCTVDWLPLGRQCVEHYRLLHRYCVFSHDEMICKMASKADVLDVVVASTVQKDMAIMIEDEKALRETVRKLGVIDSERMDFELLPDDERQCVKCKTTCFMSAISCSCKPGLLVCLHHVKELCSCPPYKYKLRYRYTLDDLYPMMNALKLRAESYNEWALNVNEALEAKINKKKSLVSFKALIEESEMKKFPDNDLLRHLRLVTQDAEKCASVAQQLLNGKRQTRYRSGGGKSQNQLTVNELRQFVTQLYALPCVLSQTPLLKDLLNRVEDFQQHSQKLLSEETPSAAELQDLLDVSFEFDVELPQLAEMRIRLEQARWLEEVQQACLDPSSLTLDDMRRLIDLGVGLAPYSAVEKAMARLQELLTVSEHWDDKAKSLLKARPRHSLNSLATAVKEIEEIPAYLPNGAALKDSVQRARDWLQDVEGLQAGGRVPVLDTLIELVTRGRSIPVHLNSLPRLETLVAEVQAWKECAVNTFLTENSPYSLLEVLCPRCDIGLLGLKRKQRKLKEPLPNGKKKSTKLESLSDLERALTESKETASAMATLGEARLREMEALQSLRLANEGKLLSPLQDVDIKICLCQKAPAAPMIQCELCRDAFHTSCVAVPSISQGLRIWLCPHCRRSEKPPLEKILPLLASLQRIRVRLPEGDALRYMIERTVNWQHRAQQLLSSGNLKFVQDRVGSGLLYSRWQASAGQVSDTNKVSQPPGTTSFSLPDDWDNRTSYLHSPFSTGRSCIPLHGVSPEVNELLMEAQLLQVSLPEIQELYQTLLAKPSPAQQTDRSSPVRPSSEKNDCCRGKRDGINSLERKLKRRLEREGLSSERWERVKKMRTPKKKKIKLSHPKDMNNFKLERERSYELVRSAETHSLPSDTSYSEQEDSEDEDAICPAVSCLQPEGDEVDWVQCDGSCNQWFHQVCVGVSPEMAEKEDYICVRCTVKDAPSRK
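KDM5BΔAP (200 nM final) in 50 mM HEPES pH 7.5, 0.01% Tween-20 was preincubated 10 min at RT with compound over a concentration range. Substrate mix (H3K4me3 12.5 µM, α-KG 25 µM, Fe²⁺, ascorbate, NAD⁺, FDH) was added, and NADH fluorescence change over 30 min gave dose-response curves.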
Numbers without * were called inactive; ? = inconclusive; [ ] = another dose, or the depositor's remark. Potency means the concentration at half of the fitted maximal effect. These rows are one share of the data. The share of hits here may be higher or lower than overall.

SMILES | KDM5B inh
Cc1nc(CC2CCN(C(=O)c3cccn3C)CC2)n[nH]1 | 5.0%
CC(C)(C)c1ncc(NC(=O)c2cc[n+]([O-])cc2)cn1 | 15.4%
CCOCCn1c(N2CCCC2)nc2c1c(=O)[nH]c(=O)n2C | 13.4%
CC(C)CCN1CC2(CCCN(C(=O)Cn3ccc(=O)[nH]c3=O)C2)CCC1=O (stereo not given) | -7.2%
Nc1ccc(-c2ccc(OCCn3ccnc3)cc2)cn1 | ?
Cc1cc(C)cc(-n2c(SCC(N)=O)nc3c([nH]c4ccccc43)c2=O)c1 | ?
O=S(=O)(c1ccc(C(F)(F)F)cc1)N1CCCN(c2ccc(C(F)(F)F)cn2)CC1 | -4.8%
COc1ccc(C2(C(=O)NCC3Cn4cccc4C(=O)N3C)CC2)cc1 (stereo not given) | 29.3%
COc1ccc(CCC(=O)NCCc2csc(-c3ccc(Cl)cc3)n2)cc1 | ?
CC(C)CN1C(=O)c2ccccc2C(C(=O)Nc2ccncc2)C12CCCC2 (stereo not given) | 17.8%
CC/C=C\CCc1c(-c2ccccc2)ncn1CCN1CCN(C)CC1 | -17.8%
COc1cc(Nc2c(C#N)cnc3c(OC)cccc23)cc(OC)c1OC | -16.3%
Cc1cc(C)c2oc(C(=O)Nc3ccc(S(N)(=O)=O)cc3)cc(=O)c2c1 | 10.7%
COCCC1(CO)CCCN(CC(=O)NCc2ccccn2)C1 (stereo not given) | -8.9%
CC1(C(=O)N2CCCC2)CCCc2cnc(Nc3cccnc3)nc21 (stereo not given) | 4.5%[86.2 µM]
O=C(Nc1ccc2c(N3CCCCC3)ncnc2c1)c1ccc(F)cc1 | -0.6%
COc1ccc(-c2[nH]ncc2/C=N/NC(=O)c2ccncc2)c(OC)c1 | -0.5%
COCCNC(=O)C(=O)NCC(c1ccc2c(c1)OCO2)N1CCOCC1 (stereo not given) | -13.0%
COc1ccc(-c2c(C)oc3cc(OS(=O)(=O)c4ccc(C)cc4)ccc3c2=O)cc1 | 9.2%
O=S(=O)(NCCc1cn2ccccc2n1)c1cc(Cl)ccc1Cl | 19.3%
CC(=O)N/C(=C\c1ccccc1)C(=O)OCc1cc(C)ccc1C | 10.9%
COc1cccc(S(=O)(=O)Nc2c(NC3CCCC3)c3ccccc3oc2=O)c1 | 18.7%
Cc1ccc(CNC(=O)Nc2cccc(-c3ccc(N4CCOCC4)nn3)c2)cc1 | -2.9%
COc1ccc(NCc2cc3cc4c(cc3n(CC(=O)Nc3ccc(C)cc3C)c2=O)OCO4)cc1 | ?
COC(=O)[C@H]1CN(C(=O)N2CCOCC2)CCN1C(C)=O | -28.7%[86.2 µM]
CCCOc1ccc(-c2nonc2NC(=O)Cc2ccc(OC)cc2)cc1 | -0.3%
Cc1cc(SCC(=O)NCc2ccc(F)cc2)nc(=O)[nH]1 | 3.2%
Cn1c(C(=O)N2CCN(c3ccccc3)CC2)cc2c1CCN(Cc1cccc(F)c1)C2 | -4.1%
CCc1ccc(S(=O)(=O)Nc2cc3c(cc2N2CCOCC2)n(C)c(=O)c(=O)n3C)cc1 | ?
COc1ccc(NC(=O)C(NC(=O)C2CCC(C)CC2)C(C)C)cc1 (stereo not given) | 1.2%
COc1cc(C(=O)N2CCCC(c3nnc(Cn4ccnc4)n3C)C2)ccc1C (stereo not given) | 20.5%
COCCn1nnnc1C1CC2(CCOCC2)C(=O)N1Cc1cccc(F)c1 (stereo not given) | -16.5%
CC(C)Cc1ccc(C(C)NC(=O)Cn2nc(-c3ccc(F)cc3)oc2=O)cc1 (stereo not given) | 0.2%
CC1CCN(S(=O)(=O)c2ccc3c(c2)oc(=O)n3CC(=O)NCc2ccc(F)cc2)CC1 | -14.2%
CNC(=O)Nc1ccc(C2(C(=O)N3CCN(c4cccc(Cl)c4)CC3)CCC2)cc1 | -1.9%
CC(c1ccc(-n2cncn2)cc1)n1ccnc1-c1cc2n(n1)CCNC2 (stereo not given) | ?
CCN(Cc1ccc(Cl)s1)C(=O)CCl | 16.7%
CC(C)C(=O)N1CCN(CCNc2cc(=O)oc3ccccc23)CC1 | 8.7%
COC(=O)c1ccc(Cn2nnc3sc4c(c3c2=O)CCC(C)C4)cc1 (stereo not given) | -2.3%
Cc1cccc(C)c1NC(=O)CN(C)C(=O)c1ccc2c(=O)n3c(nc2c1)CCC3 | -5.1%
COc1ccc(C2CC(=O)c3cc(OC)c(OC)cc32)cc1OC (stereo not given) | 7.5%
O=C(Nc1cc(F)ccc1Cl)c1cc2n(n1)CC(c1ccc3c(c1)OCO3)OC2 (stereo not given) | ?
O=S(Cc1ccc(Cl)cc1)Cc1cccc2ccccc12 (stereo not given) | 19.2%
CC(C)Oc1ccc2c(NC(=O)C3(C(N)=O)CC3)nn(CC(F)(F)F)c2c1 | -5.2%
CCN1CCN(C(C(=O)O)c2c[nH]c3cc(NC(=O)c4ccccc4)ccc23)CC1 (stereo not given) | -21.2%
CCOc1cccc(/C=C2\NC(=O)NC2=O)c1O | 18.3%
COc1ccccc1CNC(=O)Cn1ccc2ccc(Cl)cc21 | -2.6%
Fc1ccccc1-c1nnc(SCc2ccccc2)n1C1CC1 | 18.9%
COc1cccc(NC(=O)c2oc3ccccc3c2NC(=O)c2ccccc2C)c1 | ?
CCC(=O)Nc1ccc2oc(-c3ccc(C)c(Cl)c3)nc2c1 | -49.4%
O=C(COC(=O)c1ccc(Cl)c([N+](=O)[O-])c1)c1ccc2c(c1)OCCO2 | 0.6%
Cc1cnn(CCC(=O)N2CCCCCCNC(=O)[C@@H]3CCCC[C@@H]32)c1 | 7.8%
CCOc1ccc(NC(=O)C(C)n2c(=O)cc(-c3ccccc3)c3c(C)nn(C)c32)cc1 (stereo not given) | -7.1%
Cc1nc2cc(C(=O)Nc3cccc(N4CCCC4=O)c3)ccc2n1-c1ccccc1 | 9.9%
CCCc1cc(=O)oc2cc(C)cc(OCC(=O)NC3CC3)c12 | ?
O=C(NC[C@H]1OC[C@@H](NCc2cccnc2)[C@@H]1O)N1CCOCC1 | -0.1%[86.2 µM]
Cc1ccccc1CC(=O)NCC1CCCO1 (stereo not given) | 0.8%
Cc1ccc(C)c(NC(=O)N2CC(n3cc(COc4ccccc4)nn3)C2)c1 | 11.9%
CCCCOc1ccc(CNC(=O)c2cc3n(n2)CCCN(Cc2ccc(C)cc2)C3=O)cc1 | -3.9%
CC(=O)c1cnc(Oc2cc(Cl)ccc2Cl)nc1C | 16.9%
Following part
SMILES | KDM5B inh
CCNC(=O)[C@@H]1C[C@H](NC(=O)c2oc(C)nc2C)CN1C1CCOCC1 | 1.0%
COc1ccc(C2(C(=O)N(C)Cc3cccc(OC(F)(F)F)c3)CCOCC2)cc1 | -8.7%[115 µM]
CNC(=O)[C@H]1C[C@H](Oc2ccccc2)CN1S(=O)(=O)c1c(C)noc1C | 21.9%
COc1ccc(S(=O)(=O)N2CCN(C)CC2)cc1NC(=O)c1ccc(CN2CCCC2=O)cc1 | 7.5%
CNS(=O)(=O)c1ccc(NC(=O)c2csc(C)c2)cc1 | -2.8%
O=C1c2ccccc2NC(c2ccccc2)N1Cc1ccccc1 (stereo not given) | ?
COCCNC(=O)[C@@H]1C[C@H](Oc2ccccc2)CN1C(=O)c1cnc(C)cn1 | 23.2%
CCc1ccc(C(=O)Nc2nc3ccccc3[nH]2)cc1 | -36.9%
O=C(COc1ccccc1)Nc1ccc(-c2nc3cc(Cl)ccc3o2)cc1 | 0.4%
COc1ccc(C)cc1S(=O)(=O)N1CCN(c2ccc(C)cc2C)CC1 | -11.5%
CCN(CC)C(=O)Cn1c(=O)n(-c2ccc(Cl)cc2)c(=O)c2c3c(sc21)CCCCC3 | 15.9%
COc1ccc(CCn2c(NC3CCCCC3)nc3c2c(=O)[nH]c(=O)n3C)cc1 | 12.1%
Cc1ccc(C)c(CN2C(=O)c3ccccc3Sc3ccc(C(=O)NCc4ccco4)cc32)c1 | ?
Cc1ccc(/C=N\NC(=O)c2ccccn2)s1 | -18.6%
O=C(Cc1ccc(F)cc1)N1CCC2(CC1)CCN(Cc1cccs1)c1ccccc1O2 | ?
Cc1oc2c(c(C)cc3oc(=O)c(CC(=O)NCCC(=O)O)c(C)c32)c1C | ?
CCCCN(CC)C(=O)CSc1c2c(nc3ccc(Cl)cc13)CCCC2 | -4.4%
O=C(NC1CCCCC1)c1nc(Cc2c[nH]c3ccccc23)no1 | 4.0%
Cc1ccc(C(=O)CSc2nnc(-c3ccccc3)n2-c2ccccc2)cc1 | 8.6%
O=C(c1nccc2ccccc12)N1CCC(Cc2nc(C3CC3)n[nH]2)C1 (stereo not given) | ?
O=C(/C=N/O)Nc1ccccc1[N+](=O)[O-] | 10.5%
COC(=O)c1sccc1S(=O)(=O)N1CCN(c2cc(Cl)ccc2C)CC1 | -3.0%
CC(NC(=O)Cc1cccn1-c1cccc(Cl)c1)c1cccnc1 (stereo not given) | 7.3%
Cc1nc(C(C)C)ncc1C(=O)N1CCC2(CCCN(C)C2=O)C1 (stereo not given) | -16.5%
CCC(Cc1ccccc1)NC(=O)c1ccc2nc(N3CCC(C)CC3)sc2c1 (stereo not given) | 0.4%
O=C(c1ccccn1)N1CCC(N(Cc2cccnc2)C2CCOCC2)CC1 | -25.2%
Cc1ccc(-c2nc(C3CC(=O)N(c4ccc(Cl)cc4)C3)no2)cc1 (stereo not given) | 5.2%
COCCn1c(SCC(=O)c2c(C)[nH]c3ccccc23)nc2cc(C(=O)NC(C)C)ccc2c1=O | 1.7%
Cc1ccc(C23CC4CC(CC(C(=O)NC(C)C(=O)O)(C4)C2)C3)cc1 (stereo not given) | 32.3%[activator]
COC(=O)c1nnn(CC(=O)Nc2ccc(C)cc2)c1C(=O)OC | -2.0%
Cc1cccc(NC(=O)CN2C(=O)CSc3ccc(S(=O)(=O)N4CCCC4)cc32)c1C | -7.4%
CSc1ccccc1C(=O)NC(C)c1ccccc1 (stereo not given) | 32.2%[activator]
Cn1c(=O)c2c(nc(N3CCCCCC3)n2CCSc2nc3ccccc3o2)n(C)c1=O | 13.6%
CC(=O)CC1(O)C(=O)Nc2ccccc21 (stereo not given) | 31.5%
COc1ccc(-c2nc(C)c(CCNC(=O)c3cccc(C)c3)s2)cc1OC | ?
Cc1ccc2c(Cl)cc(Cl)c(OCC(=O)N3CCOC(C)C3)c2n1 (stereo not given) | ?
COc1ccc(Br)cc1CNC(=O)CCC(=O)N1CCSc2nc(C)cc(C)c21 | 19.3%
Cc1c(C(=O)NCc2cccc(Cl)c2)sc2ncnc(N(C)C3CCCCC3)c12 | ?
COc1ccc(CCNC(=O)CCCCn2c(=O)c3ccccc3n(CC(=O)Nc3ccccc3C)c2=O)cc1OC | -6.4%
CC(=O)c1c(C)n(-c2ccc(Cl)cc2)c2ccc(OC(=O)COc3ccccc3)cc12 | -25.7%
COc1ccc(CN2CCC3(CC2)CC(O)CCO3)cc1 (stereo not given) | -8.1%
CN(Cc1ccccc1)S(=O)(=O)c1nnc(NC(=O)c2ccccc2)s1 | -7.7%
CS(=O)(=O)c1cccc(NC(=O)CSc2nc(C3CC3)n(-c3ccccc3)n2)c1 | 17.3%
CSC(C)C(=O)Nc1ccc(Br)c(C)c1 (stereo not given) | 32.3%
CC(NC(=O)c1cc(-c2ccncc2)nc2ccccc12)c1ccco1 (stereo not given) | 14.7%
O=C(NCc1ccc(N2CCCC2)nc1)c1ccc(Cl)c(Cl)c1 | 5.2%
CCOC(=O)N1CCC(NC(=O)c2cnn(-c3cccc(C)c3)c2C2CCN(C(=O)OC(C)(C)C)CC2)CC1 | 10.2%
COCCO[C@H]1C(=O)N(C2CCN(S(=O)(=O)c3cccnc3)CC2)[C@H]1c1ccncc1 | -19.6%
O[C@H]1[C@H](NCc2cccc(C(F)(F)F)c2)[C@@H](c2cccnc2)C[C@H]1O | 28.1%[86.2 µM]
O=[N+]([O-])c1cccc(-c2noc([C@@H]3C[C@@H](O)CN3Cc3cccs3)n2)c1 | -8.2%[86.2 µM]
COc1ccc(C(=O)/C(=C/c2ccccn2)c2nc3ccccc3o2)cc1 | -11.8%
COc1cc(CN2CCC(C)(C#N)CC2)ccc1OCC(O)CN1CCOCC1 (stereo not given) | -28.9%
O=C(NC(=S)Nc1cccc([N+](=O)[O-])c1)C1CCCCC1 | 6.6%
COc1ccc(C(=O)N2CCCC(Nc3ccc(C)c(C)c3)C2)cc1 (stereo not given) | 11.7%
CC(C)N(CC(=O)NC(=O)NCc1ccccc1)Cc1ccccn1 | 8.4%
